High-throughput results: PubChem, The Scripps Research Institute Molecular Screening Center
GAA850 FXN act: activators of GAA850 frataxin (FXN) promoter; HEK293 lucGAA850 FXN promoter luciferase reporter, 24 h; percent of 10 µM SAHA response; activation, % at 6 µM; 360,000 compounds, 0.56% hits; AID 540364;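 active = activation above the average of all compounds screened plus 3 SD, cutoff fixed separately per campaign, cut at about 7.5% in these data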;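 also: 0% = DMSO wells and 100% = 10 µM SAHA wells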
sPLA2-III inh: Inhibits HGIII-sPLA2 liposome hydrolysis, primary screen | AID 743126 | inhibition, % at 12.2 µM | QFRET BODIPY PC-A2 liposome hydrolysis, fluorescence | 370,000 compounds, 0.56% hits;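 active = inhibition above mean plus 3 SD of compounds lying within the high and low control bounds, cut at about 19% in these data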;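 also: 0% = median of test compound wells and 100% = no enzyme DMSO wells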
DAX1 inh-1: inhibitors of DAX1 repression of SF-1 activated StAR promoter; HEK293T StAR-luciferase reporter, SF-1/DAX-1 repression relief; inhibition, % at 6.8 µM; 370,000 compounds, 1.1% hits; AID 652010;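 active = inhibition above the mean over all tested compounds plus 3 SD, cut at about 3.6% in these data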;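 also: 0% = DAX-1 cells with DMSO and 100% = cells lacking DAX-1 with DMSO; higher inhibition means more luminescence from relief of DAX-1 repression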
hgDAF12 agonist: activates the H. glycines DAF-12 receptor ligand-binding domain | activation, % at 6.8 µM | 370,000 compounds, 1.8% hits | AID 687014 | HEK293 GAL4-hgDAF12 UAS-luciferase reporter, agonist luminescence; normalized to butyrate control;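 active = activation above a cutoff set at the mean of all screened compounds plus 3 SD, cut at about 10% in these data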;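 also: 0% = DMSO wells and 100% = sodium butyrate wells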
PLCg1 inh: blocks human PLC-gamma1 enzyme activity | P19174 | purified PLC-gamma1, fluorogenic substrate, fluorescence | inhibition, % at 12.2 µM | 370,000 compounds, 0.84% hits | AID 720700; in the data active = inhibition above about 9.5%
ADAM17 inh: inhibits human ADAM17. inhibition, % at 6.95 µM. 370,000 compounds, 0.83% hits. AID 720648. recombinant ADAM17, EDANS/DABCYL FRET peptide cleavage. P78536;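 active = inhibition above the mean of compounds lying between control limits plus 3 SD, set per campaign, cut at about 8.5% in these data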;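 also: 0% = DMSO-only wells as the low control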
Target sequence (P78536 215-824 limits assumed): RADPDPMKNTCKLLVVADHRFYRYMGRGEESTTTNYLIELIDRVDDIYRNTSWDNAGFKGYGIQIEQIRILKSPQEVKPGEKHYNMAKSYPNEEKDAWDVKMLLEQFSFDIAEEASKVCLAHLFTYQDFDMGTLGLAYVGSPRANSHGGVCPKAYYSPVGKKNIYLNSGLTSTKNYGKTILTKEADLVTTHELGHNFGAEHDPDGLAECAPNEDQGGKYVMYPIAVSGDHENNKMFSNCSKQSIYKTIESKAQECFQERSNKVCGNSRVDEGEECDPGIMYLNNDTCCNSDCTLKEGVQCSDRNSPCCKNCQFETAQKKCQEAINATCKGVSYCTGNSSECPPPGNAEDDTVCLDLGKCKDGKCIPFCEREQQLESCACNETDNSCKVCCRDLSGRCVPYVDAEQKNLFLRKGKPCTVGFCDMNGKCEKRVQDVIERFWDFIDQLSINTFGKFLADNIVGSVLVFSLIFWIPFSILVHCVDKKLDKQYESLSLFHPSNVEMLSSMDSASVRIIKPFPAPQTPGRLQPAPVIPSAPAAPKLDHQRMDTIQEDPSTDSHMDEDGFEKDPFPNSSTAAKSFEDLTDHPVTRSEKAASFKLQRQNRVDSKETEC
ssDAF-12 act: S. stercoralis DAF-12 activation, primary screen; activation, % at 6.8 µM; 370,000 compounds, 1% hits; AID 652126; HEK293 ssDAF-12/GRIP1 lit1-tk-luc reporter, luminescence; % of 3 µM dafachronic acid response;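 active = activation above the mean over all tested compounds plus 3 SD, cut at about 0.9% in these data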;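 also: 0% = DMSO-only wells and 100% = 3 µM delta7-dafachronic acid wells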
ADAM10 inh: inhibitors of human ADAM10; inhibition, % at 7 µM; recombinant ADAM10, EDANS/DABCYL FRET peptide cleavage, 3 h; 370,000 compounds, 0.62% hits; AID 720582;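 active = inhibition above a per-campaign cutoff equal to the mean of compounds falling between control-based bounds plus 3 SD, cut at about 20% in these data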;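 also: 0% = DMSO wells while the 100% control is not disclosed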
PLC-beta3 inh: PLC-beta3 (human) inhibition, primary screen. 370,000 compounds, 0.18% hits. AID 720704. Purified PLC-beta3, fluorogenic substrate, fluorescence. inhibition, % at 12.2 µM; in the data active = inhibition above about 11%;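 also: 0% = median of compound wells on plate and 100% = full blocker control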
hcDAF12 agonist: activates DAF-12 receptor from parasite H. contortus; HEK293 hcDAF-12 lit1-tk-luc reporter, luminescence; 0% DMSO, 100% Δ7-dafachronic acid; activation, % at 6.8 µM; AID 652067; 370,000 compounds, 1.4% hits;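 active = activation above the mean of all tested compounds plus 3 SD, cut at about 5.5% in these data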;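 also: 100% = response to 3 µM Δ7-dafachronic acid high control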
DAX1 inh-2: inhibits human nuclear receptor DAX1. P51843. HEK293 Gal4-DAX1 luciferase reporter, luminescence. inhibition, % at 6.75 µM. 340,000 compounds, 0.99% hits. AID 504766;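 active = inhibition above the mean over all tested compounds plus 3 SD, cut at about 4.2% in these data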;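 also: 0% = DAX1-transfected cells with DMSO and 100% = empty-vector control cells with DMSO; inhibition shows as a rise in luminescence from relieved DAX1 repression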
Target sequence (P51843 207-470 limits assumed): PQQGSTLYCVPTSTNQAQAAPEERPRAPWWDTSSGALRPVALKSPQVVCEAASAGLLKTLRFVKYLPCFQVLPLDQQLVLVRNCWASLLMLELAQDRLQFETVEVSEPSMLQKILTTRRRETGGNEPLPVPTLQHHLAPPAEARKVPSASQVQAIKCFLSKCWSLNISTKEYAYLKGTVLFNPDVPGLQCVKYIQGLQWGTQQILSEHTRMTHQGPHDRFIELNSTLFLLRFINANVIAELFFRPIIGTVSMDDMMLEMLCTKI
* marks the source's active call; other numbers are inactive results; / = not tested or not shown.

SMILES	GAA850 FXN act	sPLA2-III inh	DAX1 inh-1	hgDAF12 agonist	PLCg1 inh	ADAM17 inh	ssDAF-12 act	ADAM10 inh	PLC-beta3 inh	hcDAF12 agonist	DAX1 inh-2
CNc1ncnc(Sc2nc(N)nc3nc[nH]c23)c1[N+](=O)[O-]	0.3	2	-3.4	6.3	-1	-7	-0.9	-32	-12	-1.8	-0.5
CCOc1cc(S(=O)(=O)NCCN2CCOCC2)c(C)cc1C	-1.0	2	-0.4	3.3	0	1	-1.4	16	0	-0.9	-0.4
O=[N+]([O-])c1cccc(N(CC(O)CN2CCCC2)S(=O)(=O)c2ccccc2)c1 (centres undefined)	-0.4	-8	2.0	-0.1	0	-1	-0.3	-17	-4	-0.8	0.5
COc1cccc(N2[C@@H](CC(C)=O)c3ccccc3S2(=O)=O)c1	0.7	0	-0.3	-3.0	-1	0	-1.4	-7	2	-0.8	-0.6
COc1ccc(CNC(=O)c2cc3c(s2)CN(Cc2ccccc2)C3)cc1	-0.1	-6	-0.1	-2.2	-10	-2	-1.1	-2	-14	0.5	0.0
O=S(=O)(Cc1ccccc1)Oc1ccccc1	0.7	0	0.2	3.0	6	2	-1.0	4	0	-1.6	0.0
N#C/C(=C\c1ccc[nH]1)C(=O)NC1CC1	-0.4	0	0.4	-0.3	8	4	-1.4	10	6	0.3	-1.1
O=C(NCc1ccc(F)cc1)c1cnc2n(c1=O)CCS2	1.9	-2	-0.4	-0.5	1	2	-0.8	1	2	1.2	3.9
COc1cc2[nH]c(=S)n(CCN3CCCCC3C)c(=O)c2cc1OC (centres undefined)	-3.1	12	-0.3	0.7	-3	-4	-1.4	-7	-2	1.9	0.7
CN1CCN(C2CN(Cc3cn(Cc4cccc(Cl)c4)nn3)S(=O)(=O)C2)CC1 (centres undefined)	/	15	2.0	-1.1	0	-7	-1.0	-11	-4	0.3	/
O=C(NCc1ccccc1)C12CC3CC(CC(Br)(C3)C1)C2	1.3	5	-0.2	-1.7	1	-3	-1.2	3	-9	-1.1	-0.8
O=C(CCN(CCO)Cc1ccccc1)Nc1ccc(Br)cc1	1.3	-8	-0.9	-0.7	2	-4	-1.0	-7	1	-1.2	-1.2
COc1ccc(C2c3[nH]c4ccccc4c3CCN2C(=O)c2cn3ccccc3n2)c(F)c1 (centres undefined)	5.3	-26	0.2	1.0	1	2	1.5*	3	-6	4.3	0.0
CC(=O)C1=C(C)NC(SCC(=O)Nc2nc3ccccc3s2)=C(C#N)C1c1ccc(Cl)cc1 (centres undefined)	2.3	-13	0.6	-2.1	-113	2	-0.9	0	-174	1.0	-0.4
O=C(COC(=O)CCSc1ccc(Cl)cc1)Nc1ccc(F)cc1	1.9	-13	0.3	4.7	-2	5	-0.7	9	-3	3.1	-0.6
O=C(CCCc1ccccc1)NCCS(=O)(=O)N1CCN(c2ccccc2F)CC1	1.1	8	0.6	-1.0	2	2	-0.6	-10	-8	-0.4	-1.9
Cc1cc(N2CCCC(C(=O)Nc3cccc(Cl)c3)C2)n2ncnc2n1 (centres undefined)	-1.0	4	-0.9	-2.9	0	-5	-2.4	-7	-5	-2.4	-0.4
Cc1ccc(OCC(=O)NNC(=O)CCC(=O)Nc2ccc(C)cc2C)cc1	0.7	1	1.0	-1.9	2	-3	-1.4	2	2	-1.6	0.1
CCCc1nnc(SCC(=O)Nc2nnc(CC)s2)n1CC1CCCO1 (centres undefined)	-1.0	3	0.2	-2.1	2	-1	-1.2	1	-6	-1.7	-0.1
CCCCCC(=C/c1ccccc1)/C=N/Nc1ccc(S(=O)(=O)N2CCOCC2)cc1[N+](=O)[O-]	-0.1	1	-1.0	0.4	4	-1	-0.1	-13	0	-0.5	1.9
CCN(CC)S(=O)(=O)c1ccc(N2CCOCC2)c(NC(=O)c2ccco2)c1	2.2	-8	0.2	-2.3	2	-2	-1.6	2	2	0.0	0.1
O=C(COC(=O)C1CC(=O)N(C2CCCCC2)C1)c1ccc(F)cc1 (centres undefined)	0.2	13	0.0	1.2	0	-4	-1.6	-9	-3	-1.7	0.5
O=C(c1coc2ccc(O)c(CN3CCOCC3)c12)C1CC1	0.8	4	0.0	0.1	-6	-4	-1.6	-6	1	0.3	-0.7
CCSc1nnc(NC(=O)c2cccs2)s1	3.8	7	2.2	1.8	-19	-4	-1.0	-2	-27	1.5	0.9
CCNc1nc(NC(C)C)nc(NS(=O)(=O)c2ccc(N)cc2)n1	1.3	12	-0.6	0.2	2	-7	-1.1	-2	-3	0.9	1.9
CC(C)[C@H](NC(=O)NCCC1=CCCCC1)C(=O)O	-1.5	1	-0.2	-1.1	1	-7	0.1	-3	-6	1.1	-0.5
Cc1cc(OCC(O)CN2CCCC2)cc(C)c1Cl (centres undefined)	0.9	1	0.8	-1.0	2	-2	-1.7	3	-3	0.3	0.6
Brc1ccc(-c2csc(N3CCNCC3)n2)cc1	/	18	/	0.1	3	1	-1.7	4	1	3.2	/
N#Cc1c2c(c(=S)n(-c3ccccc3)c1N)CCCC2	-1.1	4	0.1	-1.9	-80	-11	-0.4	-28	-95	0.1	-1.0
Cc1ccc(S(=O)(=O)N(CC(=O)NCCC2=CCCCC2)Cc2ccccc2F)cc1	0.3	5	-0.8	-2.1	-2	3	-1.8	9	0	-1.9	0.4

Other structures.
SMILES	GAA850 FXN act	sPLA2-III inh	DAX1 inh-1	hgDAF12 agonist	PLCg1 inh	ADAM17 inh	ssDAF-12 act	ADAM10 inh	PLC-beta3 inh	hcDAF12 agonist	DAX1 inh-2
O=c1c(/C=N/O)c(Nc2ccccc2)nc2ccccn12	-0.5	-20	-0.9	-1.6	-10	-2	-1.5	-4	-11	-2.4	1.5
CCOC(=O)Cc1csc(NC(=O)c2ccc(OC)c(OC)c2)n1	-1.3	3	-1.2	0.2	0	-4	-1.5	-5	-2	-0.7	-0.6
COC(CNC(=O)c1cccnc1)OC	-0.4	2	0.0	0.1	3	0	-0.1	3	-1	1.2	0.6
CNC(=O)c1cc2cc(Cl)cc(OC)c2oc1=O	0.0	2	0.0	-0.4	-23	0	-1.4	-17	-31	-0.5	0.1
O=C(NNC(=O)OCc1ccccc1)OCc1ccccc1	3.8	-2	-0.1	3.4	3	-2	-1.1	-10	0	0.1	-0.2
Cc1ccc2nc(SC(C)C(=O)N3CCOCC3)[nH]c2c1 (centres undefined)	4.1	7	7.3*	11*	2	-3	-0.5	-1	-7	3.8	1.5
O=S(=O)(Nc1cccc(Cl)c1)c1ccc2oc(=S)[nH]c2c1	3.5	-23	-0.2	0.9	-2	-3	-1.2	4	-4	1.0	1.1
C[C@@H](C(=O)NCc1ccc(S(C)(=O)=O)cc1)[C@H]1C[C@]1(C)[C@H](NC(=O)OCc1ccccc1)c1ccccc1	/	-9	-0.7	0.6	1	2	-1.3	1	2	-0.6	/
CN(C)c1ccc(N/C(N)=N/c2nc(C(F)(F)F)cc(C(F)(F)F)n2)cc1	0.8	11	0.2	-1.8	-2	-4	-1.1	-2	-2	0.6	2.9
Cc1csc(Sc2nc3c(c(=O)[nH]c(=O)n3C)n2CCCc2ccccc2)n1	-0.8	6	0.4	0.6	-25	-6	-1.2	-5	-1	-1.0	0.3
c1nc2n(n1)C1=C(CCCC1)C1(CCCCC1)N2	-0.2	2	1.3	-1.7	-2	-3	-2.1	-7	1	0.2	-1.0
Cc1ccc(S(=O)(=O)NNC2=NS(=O)(=O)c3ccccc32)c(C)c1	-2.2	-14	0.0	0.5	5	1	-0.7	8	2	0.2	-0.9
CC1=C(C(=O)N(C(C)C)C(C)C)CC(CC(=O)NCCc2ccccn2)C(=O)N1Cc1ccc(C(C)(C)C)cc1 (centres undefined)	/	-1	-1.1	0.8	-1	1	-1.7	-8	2	-1.5	/
O=C(c1ccc(F)cc1)N1CCN2C(=O)c3ccccc3C12c1ccccc1 (centres undefined)	-1.5	0	0.2	-2.6	3	2	-1.0	3	-4	-0.8	1.4
O=C(CCCc1nc2ccccc2s1)NCc1ccccc1F	-0.2	-1	0.3	1.3	-1	1	-1.7	8	4	-1.3	0.0
CCOCC(=O)Nc1ccc(S(=O)(=O)NCCc2ccccc2)cc1	-2.2	0	-2.2	-1.3	-3	-2	-1.5	4	-1	-0.4	-2.1
CC(=O)N1CCN(Cc2nc3ccc(Cl)cc3n2CCO)CC1	2.4	12	-0.1	-1.9	3	-1	-0.2	-4	-3	1.3	0.1
COc1cc(OC)c2c(-c3cccc(-c4sccc4C(C)=O)c3)cc(=O)oc2c1	-2.4	4	-2.5	4.2	-8	-6	-0.9	-15	-10	1.0	-3.5
COCCCNc1ncnc2c1cnn2-c1ccc(C)cc1C	3.4	-4	0.4	-0.2	1	-2	-0.5	-6	-3	-1.0	0.7
Cc1noc(C)c1CSc1nc2sc3c(c2c(=O)n1C)CCCC3	3.7	1	-0.4	0.5	1	-2	-0.5	-3	3	-2.4	0.7
Nn1c(SCC(=O)Nc2ccccc2)nnc1C1CCCCC1	1.8	-2	-0.5	-0.1	1	0	-0.6	-2	-4	-0.5	0.7
COc1ccc(N2CCN(C(=O)C(=O)c3cn(CC(=O)N4CCOCC4)c4ccccc34)CC2)cc1	0.2	-1	0.3	-0.7	1	0	-1.1	-4	3	-0.1	0.1
CC(=O)N1c2ccc(S(=O)(=O)N(C)C3CCCCC3)cc2CC1C (centres undefined)	2.0	1	-0.1	-1.0	-1	-2	-1.2	-1	-4	0.2	-0.1
COc1cc(C)c(Br)cc1S(=O)(=O)N1CCOCC1	-0.5	5	-0.5	0.4	0	0	-1.4	13	4	0.5	1.0
CC(C)CN(C(=O)COC(=O)c1ccc(Cl)c(N)c1)c1c(N)n(Cc2ccccc2)c(=O)[nH]c1=O	-2.6	11	-2.9	-2.4	-59	-34	-1.2	-77	-77	-1.7	0.8
NC(=O)C1CCN(C(=O)c2ccc3ncsc3c2)CC1	0.5	-3	0.1	-0.6	-4	-2	-1.6	-1	-3	0.4	1.5
Cc1nn(-c2ccccc2)c(C)c1Cc1ccc(O)cc1	4.2	-11	-0.1	3.2	-2	0	-0.7	5	-6	-0.4	-0.2
O=C(Nc1cc(=O)[nH]c2ncnn12)c1ccccc1	-0.5	11	0.0	0.8	-5	-6	-1.2	0	-1	0.7	0.5
COc1ccccc1N1CCN(Cc2ccc(O)c3ncccc23)CC1	3.7	13	-0.2	-1.8	-2	-1	-1.1	-1	-6	-0.3	-1.7
Cc1ccc(C2c3c(oc4ccccc4c3=O)C(=O)N2c2nncs2)cc1 (centres undefined)	2.6	12	0.7	-1.8	-1	-8	-1.8	-15	-6	-0.5	0.9
COC(=O)CC1C(=O)NCCN1C(=S)NC(=O)CCc1ccccc1 (centres undefined)	-2.0	6	0.3	1.9	1	-5	-1.6	-9	-7	-0.3	2.4
